TRHR enhancer = allosteric enhancers of human TRH receptor; hit rate 0.66% among 360,000; P34981; TRHR cells, fluo-8 calcium fluorescence, EC20 TRH enhancement; enhancement, % at 2 µM; in the data active = enhancement above about 30%; also: 0% is about no effect
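Enhancer read-out: after compound pinning and an initial kinetic agonist-mode read, an EC20 of TRH (10 nM final) was injected and fluo-8 calcium signal (Ex 480/Em 530) followed at 1 s/cycle for 100 cycles in TRHR-expressing cells.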
TRHR agonist = agonists of human TRH receptor. TRHR cells, calcium flux fluo-8, FDSS agonist mode. P34981. AID 493084. activation, % at 2 µM. hit rate 0.18% among 360,000; in the data active = activation above about 30%; also: 0% is about no effect
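Read-out: compound-evoked intracellular calcium rise in TRHR cells, fluo-8 dye, kinetic FDSS fluorescence at 1 s/cycle following a 10-cycle baseline. Cells cultured overnight before dye loading (30 min–1.5 h, RT).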
D2 ag = activates the human D2 dopamine receptor. activation, % at 2 µM. P14416. HEK293 T-REx D2 cells, calcium flux agonist mode. hit rate 0.53% among 340,000;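 active = activation over 3 SD above normal in the single-dose calcium agonist read, cut at about 30% in these data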; also: 0% is about no effect
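HEK293 Trex D2 cells, tetracycline-induced, o/n 30 C 5% CO2; no-wash Ca dye, RT 30–90 min; 10-cycle baseline, 23 nl cpd added, kinetic Ca read 180 s; agonist hits = positive Ca response.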
IDH1 R132H inh = human IDH1 R132H inhibition | IDH1-R132H enzyme, NADPH consumption, diaphorase/resazurin fluorescence | Potency, µM (series often up to 76.6 µM), for the others: top-dose activity change, negative = inhibition, usual class: inhibitors | hit rate 0.093% among 390,000; also: potency is read from the fitted curve at half-maximal effect; % is scaled to controls: 0 for no effect and ±100 for the full control effect; nearly all actives have a fitted effect of over 65% in size
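IDH1-R132H (0.5 ug/mL dispensed) in pH 7.5 Tris buffer was preincubated 30 min with compound, then given a substrate mix of 0.016 mM NADPH and 2 mM alpha-KG for 80 min at room temperature; remaining NADPH was read by diaphorase/resazurin fluorescence.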
D2 antagonist = antagonists of human D2 dopamine receptor; P14416; hit rate 2% among 340,000; HEK293 TREx D2 cells, calcium flux, dopamine EC80; inhibition, % at 10 µM; in the data active = inhibition above about 30%; also: 0% is about no effect
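Measurement of antagonist activity uses fluorescent calcium dye in inducible HEK293 T-REx D2 cells: 10 s baseline, compound addition with 180 s read, EC80 dopamine addition with a further 180 s read.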
PI4K2A inh = PI4K2A (human) kinase inhibition; Q9BTU6; purified PI4K2A, ADP-Glo luminescence, 1 h; stronger effect = lower value; activity change, negative = inhibition, % at 76.9 µM; hit rate 0.13% among 420,000; in the data active = activity change below about -50%; inconclusive = mostly about -30% to -49%;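 also: -100% = wells without enzyme as full effect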
Target sequence (Q9BTU6 whole entry, looked up): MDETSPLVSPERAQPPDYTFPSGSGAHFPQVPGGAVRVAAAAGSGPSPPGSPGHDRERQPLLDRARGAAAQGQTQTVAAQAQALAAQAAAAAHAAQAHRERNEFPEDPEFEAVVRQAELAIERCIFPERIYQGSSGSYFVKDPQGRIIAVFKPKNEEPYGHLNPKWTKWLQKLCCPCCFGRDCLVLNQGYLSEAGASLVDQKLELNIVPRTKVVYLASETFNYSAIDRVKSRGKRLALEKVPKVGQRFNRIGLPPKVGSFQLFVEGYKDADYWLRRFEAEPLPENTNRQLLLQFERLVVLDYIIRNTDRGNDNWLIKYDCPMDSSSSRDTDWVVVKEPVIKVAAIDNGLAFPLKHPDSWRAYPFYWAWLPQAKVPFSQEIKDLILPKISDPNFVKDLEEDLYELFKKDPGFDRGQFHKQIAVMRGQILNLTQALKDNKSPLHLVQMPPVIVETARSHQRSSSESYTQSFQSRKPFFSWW
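Compounds are screened against recombinant PI4K2A using PI as substrate and ATP, the latter dispensed at 300 microM. Reactions run one hour at ambient temperature before ADP-Glo detection; full inhibition defined by wells lacking enzyme.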
rTrxR1 inhibitor = blocks rat thioredoxin reductase 1 | O89049 | recombinant rTrxR1, NADPH fluorescence consumption, selenite substrate | Potency, µM (doses to about 114 µM), for the others: top-dose activity change, negative = inhibition, usual class: inhibitors | hit rate 1% among 390,000 | AID 588453; also: potency is read from the fitted curve at half-maximal effect; % is scaled to controls: 0 for no effect and ±100 for the full control effect; nearly all actives have a fitted effect of over 65% in size
Target sequence (O89049 whole entry, looked up): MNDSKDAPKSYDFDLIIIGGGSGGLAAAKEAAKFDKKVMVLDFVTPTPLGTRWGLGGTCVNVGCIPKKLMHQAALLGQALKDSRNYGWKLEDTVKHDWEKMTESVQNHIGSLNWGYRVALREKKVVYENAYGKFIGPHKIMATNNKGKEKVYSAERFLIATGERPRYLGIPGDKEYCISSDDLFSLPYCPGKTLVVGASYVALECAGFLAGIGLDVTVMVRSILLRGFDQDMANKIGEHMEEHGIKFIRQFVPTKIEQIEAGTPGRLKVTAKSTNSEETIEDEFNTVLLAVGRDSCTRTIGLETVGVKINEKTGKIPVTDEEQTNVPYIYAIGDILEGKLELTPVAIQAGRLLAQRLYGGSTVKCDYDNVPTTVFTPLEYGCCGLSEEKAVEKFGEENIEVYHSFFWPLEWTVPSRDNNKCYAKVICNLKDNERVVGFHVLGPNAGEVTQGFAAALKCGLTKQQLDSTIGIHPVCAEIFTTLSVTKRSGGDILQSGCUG
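Rat TrxR1 (90 nM in the dispensed reagent) was pre-reduced with 400 uM NADPH for 5 min at room temperature, then incubated with compound for 15 min. After 400 uM selenite was added, NADPH fluorescence (Ex 340/Em 450 nm) was followed for 8 min.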
USP1-UAF1 inh = inhibitors of human USP1/UAF1 deubiquitinase; AID 743255; recombinant USP1/UAF1, Ub-Rhodamine cleavage fluorescence; O94782; Potency, µM (series often up to 57.1 µM), without a hit: at the top dose activity change, negative = inhibition, most hits filed as inhibitors; hit rate 0.23% among 390,000; also: potency is read from the fitted curve at half-maximal effect; % is scaled to controls: 0 for no effect and ±100 for the full control effect; nearly all actives have a fitted effect of over 60% in size; inactives centre near -12
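High-throughput fluorogenic screen: 1nM USP1/UAF1 complex, Ub-Rho substrate 150nM final, 50mM HEPES pH 7.8 with 0.5mM EDTA, 0.1 mg/ml BSA, 1mM TCEP and 0.01% Tween-20.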
TrxR1 substrate = is turned over as a substrate by rat TrxR1. O89049. purified TrxR1 substrate turnover, NADPH consumption readout. Potency, µM (highest dose often 114 µM), inactives show at the highest dose activity change, negative = substrate turnover. hit rate 0.01% among 390,000; also: potency is read from the fitted curve at half-maximal effect; % is scaled to controls: 0 for no effect and ±100 for the full control effect; nearly all actives have a fitted effect of over 50% in size
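Rat TrxR1, dispensed at 90 nM, was prereduced with 400 uM NADPH (final) for 5 min at ~22 deg C, then incubated with compound 15 min before 400 uM selenite. A first-read NADPH fluorescence drop versus no-compound background flagged substrates.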
An asterisk follows results filed as active; ? = inconclusive; / = not tested or not shown; & = joins results of further samples; [ ] = dose if it differs, or a comment. Unless noted, calls follow the shape of the dose curve; as a rule, active = well fitted inhibition curve with a large enough effect; inconclusive = small, poorly fitted or top-dose-only effect; inactive = no such curve, though single readings can be large or run the other way. Only part of the results is shown (hit frequency here may not be typical).

Values run as follows: IDH1 R132H inh | TRHR enhancer | TRHR agonist | USP1-UAF1 inh | PI4K2A inh | rTrxR1 inhibitor | D2 ag | D2 antagonist | TrxR1 substrate
CC(N=Cc1c(O)[nH]c(=O)[nH]c1=O)c1ccccc1 (stereo unspecified)
    8% | 7 | -0.1 | -2% | 0 | -18% | -1.4 | -3 | -17%
CNC(=O)O/N=C(\N)Cc1csc2ccc(Cl)cc12
    6% | -1 | -0.1 | -19% | 2 | -4% | -0.4 | 10 | -7%
O=C(Nc1ccccc1)Oc1ccccc1
    -4% | 0 | 0.6 | -5% | -4 | 28% | 0.5 | -5 | 7%
CC1CN=C(NCc2ccccc2)S1 (stereo unspecified)
    -6% | 1 | 2.0 | -10% | 1 | 22%[57.1 µM] | 2.2 | -5 | 8%[57.1 µM]
Cc1cccc(NC(=O)Cn2cc(C(=O)c3ccccc3)c3ccccc32)c1C
    -13% | -6 | 1.1 | ? | -2 | -2% | 0.6 | / | -1%
Cc1cccc(N2C(=O)NC(=O)/C(=C/c3cc4c(cc3[N+](=O)[O-])OCO4)C2=O)c1
    -5% | 0 | 1.4 | -7% | -28 | 7.1µM* | 0.2 | 3 | 9%[57.1 µM]
COC(=O)C1=C(c2cccc(OC)c2OC)C[C@@H]2CC[C@H]1N2C(=O)NC(C)C
    -6% | / | / | 11% | -2 | 3%[57.1 µM] | / | / | 3%[57.1 µM]
COC(=O)C1=C(c2ccc(-c3ccccc3)c(F)c2)C[C@@H]2CC[C@H]1N2C(=O)NC(C)C
    -1% | 2 | -0.3 | -7% | -2 | 11% | 0.7 | 6 | -5%
CC(C)(C)NC(=S)/N=C(\N)N[N+](=O)[O-]
    5% | 0 | 0.1 | -15% | 0 | -8% | 2.8 | 0 | 2%
CCOP(=O)(Cc1cc(C(C)=O)c(C)o1)OCC
    3% | 2 | 1.2 | -22% | 2 | -19% | 2.9 | 10 | 8%
CN1CC[C@]23c4c5ccc(O)c4OC2C(O)C=CC3[C@H]1C5 (stereo partly specified)
    2% | / | / | 11% | -1 | -10% | / | / | -11%
CCC(=NCCC(c1ccccc1)c1ccccc1)c1c(O)n(C)c(=O)n(C)c1=O
    -10% | -7 | 9.9 | -4% | 1 | 5% | -1.3 | 9 | -8%
CCNC(=S)N1CCn2cccc2C1c1cccnc1 (stereo unspecified)
    4% | -1 | 2.2 | -8% | -2 | 17%[57.1 µM] | -0.2 | -11 | 5%
C[N+]1(C)CCOC(O)(c2ccc(-c3ccc(C4(O)C[N+](C)(C)CCO4)cc3)cc2)C1 (stereo unspecified)
    14% | 37* | -0.6 | 5% | 0&1 | ? | -0.7 | 15 | 6%[57.1 µM]
Cc1nn(C)cc1-c1cc(C(=O)O)c2ccccc2n1
    -2% | -7 | 0.6 | -12% | -2 | 16%[57.1 µM] | / | / | 121%[activator][57.1 µM]
C[C@]12CCC3C(CC[C@H]4C[C@@H](O)[C@H](O)C[C@]34C)C1CC[C@@H]2O (stereo partly specified)
    -1% | / | / | -20% | -9 | 24% | / | / | 3%
CN1C(=O)C(Cc2ccc(OCc3ccccc3)cc2)C(=O)N(C)C1=O
    1% | 5 | -0.2 | -21% | -11 | -8% | -1.8 | -14 | -1%
COc1ccc(OP(=O)(Nc2ccccc2)Nc2ccccc2)cc1
    -2% | 10 | 0.8 | 1% | -1 | 14% | -0.4 | -11 | -1%
Cc1nn(CCc2n[nH]c(=S)n2-c2cccc(Cl)c2)c(C)c1[N+](=O)[O-]
    1% | 2 | 0.2 | -10% | -2 | ? | 0.6 | -1 | -4%
C=CCCC1(CC)C(=O)NC(=S)NC1=O
    6% | / | / | -17% | 0 | 4%[11.4 µM] | / | / | -7%[57.1 µM]
O=C(C(=C1N(Cc2ccc(Cl)nc2)CCN1Cc1ccc(Cl)nc1)[N+](=O)[O-])C(Cl)Cl
    6% | -2 | 0.1 | -18% | -6 | 4% | 0.4 | -4 | -2%
COCCNC(=O)N1[C@H]2CC[C@@H]1C(C(=O)OC)=C(c1ccc(OC)c(OC)c1)C2
    -8% | -3 | -0.6 | -33% | 1 | 13% | 0.1 | 1 | 4%
CC(C)(C)c1cc(OC(=O)Cc2ccccc2)ccc1O
    2% | 14 | 1.0 | -7% | 0 | 12% | 0.4 | -14 | -5%
CCN(C(=O)COC(=O)Cc1ccccc1)c1c(N)n(Cc2ccccc2)c(=O)[nH]c1=O
    -3% | -1 | -0.4 | -18% | -1 | 24% | -1.1 | -23 | 5%
CCC(=NCc1cccnc1)c1c(O)n(-c2ccc(Cl)cc2)c(=O)[nH]c1=O
    2% | -4 | 0.2 | -2% | 0 | -5%[57.1 µM] | 0.2 | 3 | -4%[57.1 µM]
CCCCN1C(=O)NC(=O)/C(=C/c2cnc(SC)nc2)C1=O
    0% | -4 | -0.2 | -6% | -25 | ? | 0.9 | 2 | 3%[57.1 µM]
Nc1ccc(Br)cc1
    -2% | / | / | -5% | 3 | 27% | / | / | 12%
CCn1ccnc1CN1CCCC(C(=O)c2ccc(OC)cc2OC)C1 (stereo unspecified)
    0% | 1 | -1.5 | -7% | 5 | 3% | -0.4 | -7 | -5%
N#CC1=C(N)Oc2c(c(=O)sc3ccccc23)C1c1cccnc1 (stereo unspecified)
    -2% | 35* | -0.6 | -18% | 1 | 14% | -1.1 | 9 | 8%[57.1 µM]
CSc1ncc(/C=C2/C(=O)NC(=O)N(c3ccc(C)cc3)C2=O)cn1
    15% | -4 | 0.4 | -12% | -11 | 7.9µM* | -0.1 | -19 | 1%

Individual results from above:
TRHR agonist result of `O=C(C(=C1N(Cc2ccc(Cl)nc2)CCN1Cc1ccc(Cl)nc1)[N+](=O)[O-])C(Cl)Cl` is entered as 0.1
IDH1 R132H inh result of `CC(C)(C)NC(=S)/N=C(\N)N[N+](=O)[O-]` is entered as 5%
IDH1 R132H inh result of `Cc1nn(CCc2n[nH]c(=S)n2-c2cccc(Cl)c2)c(C)c1[N+](=O)[O-]` is entered as 1%

Quoted from the entries so far for reference:
Values run as follows: IDH1 R132H inh | TRHR enhancer | TRHR agonist | USP1-UAF1 inh | PI4K2A inh | rTrxR1 inhibitor | D2 ag | D2 antagonist | TrxR1 substrate
CC(N=Cc1c(O)[nH]c(=O)[nH]c1=O)c1ccccc1 (stereo unspecified)
    8% | 7 | -0.1 | -2% | 0 | -18% | -1.4 | -3 | -17%
CNC(=O)O/N=C(\N)Cc1csc2ccc(Cl)cc12
    6% | -1 | -0.1 | -19% | 2 | -4% | -0.4 | 10 | -7%
O=C(Nc1ccccc1)Oc1ccccc1
    -4% | 0 | 0.6 | -5% | -4 | 28% | 0.5 | -5 | 7%
CC1CN=C(NCc2ccccc2)S1 (stereo unspecified)
    -6% | 1 | 2.0 | -10% | 1 | 22%[57.1 µM] | 2.2 | -5 | 8%[57.1 µM]

Other compounds
Values run as follows: IDH1 R132H inh | TRHR enhancer | TRHR agonist | USP1-UAF1 inh | PI4K2A inh | rTrxR1 inhibitor | D2 ag | D2 antagonist | TrxR1 substrate
c1ccc(CCCN2CCN(CCOC(c3ccccc3)c3ccccc3)CC2)cc1
    8% | / | / | -6% | -2&-7 | 5%[57.1 µM] | / | / | 0%[57.1 µM]
CC(=O)N[C@@H]1CC[C@@]2(O)[C@H]3Cc4ccc(O)c5c4[C@@]2(CCN3CC2CC2)[C@@H]1O5
    -6% | / | / | -15% | 5 | 3% | / | / | 0%
Cc1ccc(C2NC(=S)NC(c3ccc(C)cc3)C23C(=O)NC(=O)NC3=O)cc1 (stereo unspecified)
    3% | 1 | 0.0 | -23% | -5 | -12% | 0.3 | 3 | 2%
Cc1ccc(-c2n[nH]c(=S)n2-c2ccccc2)cc1
    3% | 5 | -0.2 | -27% | -4 | ? | 0.4 | -18 | -6%[57.1 µM]
COc1ccc(SCC2CN(C)CCC2c2ccc(F)cc2)cc1 (stereo unspecified)
    2% | / | / | -3% | 0 | 20% | / | / | 3%
CC1CCN(C(CC(=O)c2ccccc2)C(=O)c2ccccc2)CC1 (stereo unspecified)
    1% | / | / | ? | 6 | -94%[57.1 µM] | / | / | 0%[2.29 µM]
CC1(C)N2CC3([N+](=O)[O-])CN1CC([N+](=O)[O-])(C2)C3
    -2% | -4 | 0.4 | -19% | 2 | 18% | 1.4 | 8 | 2%
O=C(c1ccc(F)cc1)N1CCC2(CC1)OCCO2
    -9% | 1 | 0.3 | -7% | 5 | 10% | 0.1 | 6 | -3%
NC(N)=N/N=C/c1ccc(N(c2ccccc2)c2ccccc2)cc1
    -22% | 11 | 0.7 | -27% | -2 | 19%[57.1 µM] | 1.2 | 0 | 47%[activator][57.1 µM]
CC(C)c1ccc(N2C(=O)NC(=O)/C(=C/c3cnc(-c4ccccc4)nc3)C2=O)cc1
    -5% | 2 | -0.6 | -5% | -12 | 4µM* | -0.5 | -7 | 0%
CC(=O)O[C@@]12CO[C@@H]1C[C@H](O)[C@@]1(C)C(=O)[C@H](O)C3=C(C)[C@@H](O)C[C@@](O)([C@@H](OC(=O)c4ccccc4)C12)C3(C)C (stereo partly specified)
    0% | 29 | 0.2 | -6% | 3 | 15% | 0.3 | 6 | 5%

Only D2 antagonist, IDH1 R132H inh and USP1-UAF1 inh, for four of the compounds above:
smiles | D2 antagonist | IDH1 R132H inh | USP1-UAF1 inh
COc1ccc(SCC2CN(C)CCC2c2ccc(F)cc2)cc1 (stereo unspecified) | / | 2% | -3%
COC(=O)C1=C(c2ccc(-c3ccccc3)c(F)c2)C[C@@H]2CC[C@H]1N2C(=O)NC(C)C | 6 | -1% | -7%
NC(N)=N/N=C/c1ccc(N(c2ccccc2)c2ccccc2)cc1 | 0 | -22% | -27%
CSc1ncc(/C=C2/C(=O)NC(=O)N(c3ccc(C)cc3)C2=O)cn1 | -19 | 15% | -12%
